Screens (PubChem)
Glyco luc inh: increase of ERlucT glycosylation luciferase signal, primary screen, N-linked glycosylation inhibitor project, D54 ERlucT cells, luminescence, set 2; actives 0.23% (n = 360,000); reporter increase, % at 12.5 µM; D54 ERlucT glycosylation luciferase reporter, 24 h; percent of 100 nM tunicamycin response;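 active = mean luciferase reporter signal, scaled so untreated is 0 and the glycosylation-blocking control 100, at or above a set limit in every replicate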;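 note: luciferase carries N-glycosylation sites so blocking glycosylation raises the light; 0% = median of neutral control wells and 100% = median of 100 nM tunicamycin wells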
m5-HT2A agonist: mouse Htr2a agonists via beta-arrestin recruitment, primary screen, cell-based, luminescence. activation, % at 7.6 µM. actives 0.66% (n = 360,000). CHO-K1 mHTR2A beta-arrestin complementation; percent of 30 µM serotonin response;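 active = activation above a run cutoff, the mean activation of all tested compounds plus 3 SD, cut at about 14% in these data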;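 note: 0% = plate median of compound wells and 100% = 30 µM serotonin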
MC4R antagonist: MC4R antagonists of cAMP signaling, primary screen, cell-based, TR-FRET, antagonist arm of biased-ligand search; inhibition, % at 6.5 µM; AID 540295, 2011; actives 0.48% (n = 360,000); MC4R-expressing cells, MTII-stimulated cAMP, LANCE TR-FRET; Melanocortin receptor 4 (Homo sapiens), P32245;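 active = inhibition above its plate's cutoff, the mean of tested wells on that plate plus 3 SD, cut at about 29% in these data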;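 note: 0% = Melanotan II alone and 100% = Melanotan II plus saturating MCL0020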
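System – human MC4R-expressing U2OS cells · Also added – Melanotan II · Dosing – one concentration, 6.5 µM nominal · Timing – 30-min compound, 1-h challenge, 1-h detection, room temperature · Measured by – Eu-cAMP/anti-cAMP TR-FRET, emission 671 nm · Replicates – singlicate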
ABCB6 inh MLPCN: ABCB6 transporter inhibitors, primary screen, K562-ABCB6 cells, flow cytometry, MLPCN library; ATP-binding cassette sub-family B member 6 (Homo sapiens), Q9NP58; K562-ABCB6 porphyrin accumulation, 1 h; hits give low values; fluorescence ratio to DMSO, % at 10 µM; actives 0.19% (n = 360,000);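 active = fluorescence ratio to DMSO below 75%, the collection mean minus 3 SD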;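 note: signal is porphyrin accumulated inside mitochondria; 100% equals median channel fluorescence of DMSO control wells; lower ratio means ABCB6 inhibition with less porphyrin fluorescence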
Target sequence (Q9NP58 whole entry, looked up): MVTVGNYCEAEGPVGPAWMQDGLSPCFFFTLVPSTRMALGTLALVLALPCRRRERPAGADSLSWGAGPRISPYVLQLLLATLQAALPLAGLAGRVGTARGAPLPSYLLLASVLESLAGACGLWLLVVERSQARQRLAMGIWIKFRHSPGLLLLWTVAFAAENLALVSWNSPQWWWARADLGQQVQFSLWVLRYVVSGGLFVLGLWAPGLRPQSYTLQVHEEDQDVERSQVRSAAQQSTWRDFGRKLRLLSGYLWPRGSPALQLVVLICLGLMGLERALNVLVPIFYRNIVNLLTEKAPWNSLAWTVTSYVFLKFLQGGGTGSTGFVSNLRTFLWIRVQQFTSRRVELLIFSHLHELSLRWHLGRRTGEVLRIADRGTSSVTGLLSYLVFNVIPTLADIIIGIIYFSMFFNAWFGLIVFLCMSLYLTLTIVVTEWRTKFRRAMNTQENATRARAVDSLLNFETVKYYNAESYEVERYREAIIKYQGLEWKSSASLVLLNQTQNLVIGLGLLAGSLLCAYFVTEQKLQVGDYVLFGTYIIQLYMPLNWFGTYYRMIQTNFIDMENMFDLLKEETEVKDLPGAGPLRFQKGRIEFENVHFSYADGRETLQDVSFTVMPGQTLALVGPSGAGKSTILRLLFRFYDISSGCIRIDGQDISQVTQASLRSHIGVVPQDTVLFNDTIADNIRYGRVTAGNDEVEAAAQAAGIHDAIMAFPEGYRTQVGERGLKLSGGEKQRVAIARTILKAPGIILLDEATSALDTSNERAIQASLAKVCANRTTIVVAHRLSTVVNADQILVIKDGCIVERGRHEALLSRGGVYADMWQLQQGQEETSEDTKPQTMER
aDG glyco act: activators of alpha-DG glycosylation, primary screen, uHTS, Pro5-aDG cells, AlphaScreen | alpha-DG glycosylation AlphaScreen (IIH6); 0% Pro5, 100% B10-LARGE cell signal | AID 624168, 2012 | activation, % at 10 µM | actives 0.22% (n = 360,000);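 active = activation of at least 8% versus controls, or a plate z-score of at least 8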;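 note: Pro5 are CHO cells carrying HIG-tagged alpha-DG that lacks glycosylation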
Exocytosis inh: LAMP-1 surface exposure blockers, TALL-104 cells – cell-based, flow cytometry, MLPCN library, primary screen; TALL-104 LAMP-1 surface exposure; cells stimulated with thapsigargin and PMA; inhibition, % at 10 µM; actives 0.66% (n = 360,000);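 active = inhibition above about 55%, limit read from the data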
ABHD5-PLIN5 inh: ABHD5-PLIN5 interaction inhibitors, primary screen, cell lysate, split luciferase complementation, luminescence. Split G. princeps luciferase complementation, 4 h. inhibition, % at 4 µM. actives 0.78% (n = 360,000). AID 602281, 2012;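 active = inhibition above the mean inhibition across every tested compound plus 3 SD, cut at about 22% in these data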;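 note: 0% = DMSO only wells and the 100% control is not disclosed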
iPSC survival up: enhancers of single-cell hiPSC survival, primary screen, ATPlite luminescence; actives 0.044% (n = 360,000); 100% = ROCK inhibitor wells, 0% = DMSO; survival enhancement, % at 20 µM; AID 602274, 2012; in the data active = survival enhancement above about 18%;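 note: cells exposed to compounds for 16 hours before the ATP read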
H9c2 protect: cardioprotection against H2O2-induced cell death, primary screen, uHTS, H9c2 cells, ATPLite luminescence; H9c2 cardiomyocytes, H2O2 injury protection, 2 h; protection from H2O2 cell death, % at 20 µM; actives 0.63% (n = 360,000); AID 588492, 2011;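 active = compounds giving at least 50% protection of heart cells from peroxide-induced death in the single-dose screen, raw or plate-pattern-corrected value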;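 note: 0% = DMSO wells with peroxide and 100% = DMSO wells without peroxide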
MC4R barr agon: MC4R agonists recruiting beta-arrestin, primary screen, cell-based, luminescence, agonist arm of biased-ligand search; U2OS MC4R beta-arrestin complementation; percent of melanotan II response, DMSO zero; activation, % at 8.9 µM; Melanocortin receptor 4 (Homo sapiens), P32245; actives 0.98% (n = 360,000);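 active = activation above a per-plate cutoff, the mean activation of sample wells on that plate plus 3 SD, cut at about 8% in these data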
* = called active by the depositor.

SMILES | Glyco luc inh | m5-HT2A agonist | MC4R antagonist | ABCB6 inh MLPCN | aDG glyco act | Exocytosis inh | ABHD5-PLIN5 inh | iPSC survival up | H9c2 protect | MC4R barr agon
Cc1nc(-c2ccccn2)nc(SCC(=O)N2CCOCC2)c1Cl | 0.4 | 8.4 | 8.5 | 93.0 | 0.8 | 2.6 | 12.6 | -0.6 | 2.3 | -0.9
O=c1[nH]c2cc(S(=O)(=O)CCO)ccc2o1 | 3.8 | 1.7 | -4.6 | 93.0 | -0.2 | -2.3 | -1.1 | -0.4 | 1.7 | -0.5
CCc1nnc(NC(=O)CSc2ncnc3c2cnn3-c2ccc(OC)cc2)s1 | 1.0 | -2.2 | 18.0 | 100.0 | -0.1 | -1.7 | -6.0 | 2.7 | 5.4 | 1.4
COc1ccc(S(=O)(=O)NC(C)C(=O)NCc2cccnc2)cc1OC (stereo not drawn) | -1.4 | 3.0 | 21.0 | 108.0 | 0.0 | -7.8 | -1.4 | 1.8 | 1.3 | 1.0
O=C(Nc1ccc(Cl)c(Cl)c1)Nc1ccccc1C(=O)O | -16.1 | -0.2 | 20.2 | 100.0 | 0.1 | -0.1 | -1.6 | -2.6 | -9.0 | -4.9
COc1ccc(C(=O)Nc2c3c(nn2-c2ccc([N+](=O)[O-])cc2)CS(=O)(=O)C3)cc1 | 0.4 | 2.4 | 5.3 | 101.0 | 1.6 | -0.1 | 1.5 | 0.2 | -1.2 | -3.8
CCOC(=O)/C(C#N)=C1/C=CN(c2ccccc2)C=N1 | 2.2 | 0.8 | 11.3 | 96.0 | -0.2 | 2.7 | 12.9 | 2.3 | 4.3 | -0.2
Cc1ccc(S(=O)(=O)N2CCC(C(=O)NCCCN3CCOCC3)CC2)cc1C | 4.7 | 2.3 | 11.3 | 91.0 | -0.2 | -0.6 | 4.7 | -0.4 | 4.9 | -2.5
COc1cc(S(=O)(=O)N2CCOCC2)ccc1NC(=O)COC(=O)CC12CC3CC(CC(C3)C1)C2 | -4.7 | -7.2 | 10.4 | 98.0 | -0.5 | -0.7 | -1.1 | -1.8 | -2.4 | 0.9
CCc1nnc(SCC(=O)Nc2ccc3c(c2)OCO3)o1 | 1.2 | 0.0 | 9.8 | 105.0 | -0.2 | -2.7 | 0.7 | 0.7 | -2.7 | -0.2
O=C(COc1ccccc1)OCc1csc(Nc2ccccc2)n1 | -0.4 | 0.3 | 5.4 | 99.0 | -0.3 | -4.4 | -3.8 | 1.1 | 1.1 | -0.4
Cc1onc(-c2ccccc2)c1C(=O)c1c[nH]c(C(=O)NCCCN2CCOCC2)c1 | -1.3 | -7.0 | -5.0 | 80.0 | 0.3 | -5.5 | 10.0 | -0.4 | 1.9 | 3.2
Cc1csc(=O)n1CCC(=O)OCC(=O)Nc1ccc(S(N)(=O)=O)cc1 | -0.5 | -5.8 | 8.4 | 94.0 | -0.1 | 2.2 | -6.0 | -0.6 | 5.3 | -1.9
CCCCc1nc(N2CCN(C(=O)c3ccco3)CC2)c(C#N)c2c1CCCC2 | -5.0 | -4.2 | 19.6 | 99.0 | -0.1 | 79.4* | 7.2 | -0.8 | -2.7 | 0.9
O=C(NCCCN1CCOCC1)c1ccccc1-c1ccccc1 | -2.0 | 2.4 | -0.4 | 89.0 | -0.1 | -2.2 | -1.6 | 0.1 | 6.5 | 0.8
C[C@@]12C(=O)N(c3cccc(Cl)c3)C(=O)N1[C@H](c1ccc(Cl)cc1)[C@@H]1C(=O)N(C3CCCCC3)C(=O)[C@@H]12 | 0.6 | 5.2 | 8.2 | 97.0 | 0.4 | -4.9 | -5.0 | 0.1 | -2.0 | -0.4
NC1=NC(=O)/C(=C/c2ccc(Cl)cc2Cl)S1 | -1.1 | 9.2 | 5.5 | 95.0 | 0.0 | -4.4 | 3.2 | -0.2 | -4.1 | -0.4
CCOC(=O)c1c(-c2ccccc2)csc1NC(=O)COc1ccc2c(C)cc(=O)oc2c1 | 2.4 | -0.2 | 29.7* | 93.0 | -0.3 | 3.8 | 2.4 | -0.8 | 8.6 | -0.3
CC(OC(=O)Cn1c(C(F)(F)F)nc2ccccc21)C(N)=O (stereo not drawn) | 1.0 | 2.4 | 3.0 | 106.0 | 0.0 | -1.3 | -0.8 | -0.7 | -1.8 | -2.5
Fc1cccc(-c2cc3nc4c(c(N5CCOCC5)n3n2)CCCC4)c1 | -7.4 | 2.8 | 7.4 | 92.0 | -0.1 | 3.9 | -1.8 | -1.1 | 38.5 | -2.2
CC1=C(C(=O)OCc2ccccc2)C(c2ccc(Cl)cc2)NC(=O)N1CCCCCC(=O)O (stereo not drawn) | 2.9 | 5.5 | 6.6 | 95.0 | -0.4 | -4.6 | -2.3 | 8.7 | -3.4 | -1.4
CC(NC(=O)OCc1ccccc1)c1ccccc1 (stereo not drawn) | -0.5 | -0.6 | 6.2 | 98.0 | 0.3 | -1.2 | -1.4 | -0.4 | 0.6 | 0.5
Cc1ccc2c(C(=O)N3CCN(c4ccccc4)CC3)cc(-c3cccnc3)nc2c1C | 4.4 | 5.9 | 3.5 | 92.0 | -0.1 | 10.2 | 6.1 | -1.1 | 4.6 | -0.2
Cc1oc(-c2ccccc2F)nc1CS(=O)(=O)CC(=O)NCc1ccccc1Cl | 0.8 | -3.0 | 3.4 | 98.0 | -0.1 | -0.3 | -2.5 | 1.8 | 6.4 | 0.8
CCOC(=O)C(=O)Nc1ccc(F)cc1 | -1.4 | 3.1 | 3.5 | 101.0 | 0.2 | 7.4 | 3.4 | 0.6 | 0.5 | 4.1
SMILES | Glyco luc inh | m5-HT2A agonist | MC4R antagonist | ABCB6 inh MLPCN | aDG glyco act | Exocytosis inh | ABHD5-PLIN5 inh | iPSC survival up | H9c2 protect | MC4R barr agon
CCOC(=O)[C@H]1[C@H]2COc3ccc(C)cc3[C@@H]2N2C(=O)CN(Cc3ccc(F)cc3)C(=O)[C@@]12C | -2.1 | -4.7 | 3.2 | 99.0 | -0.1 | 19.5 | -2.6 | 2.2 | 4.8 | 1.2
COc1ccc(C2c3c(ncn(CCCO)c3=N)Oc3ccc4ccccc4c32)cc1OC (stereo not drawn) | 2.0 | 8.2 | 16.4 | 100.0 | 0.0 | 8.5 | 4.2 | -1.0 | -7.0 | 2.0
CN1CCN(S(=O)(=O)c2ccc(N(C)Cc3cccs3)nc2)CC1 | 2.1 | -10.6 | 1.7 | 97.0 | 0.2 | 0.5 | 2.4 | -1.0 | 2.2 | 1.9
CC(C)=CCCC1=CCC(/C(C)=N/NC(N)=O)CC1 (stereo not drawn) | 2.3 | -0.4 | -4.3 | 95.0 | 0.1 | -1.1 | 7.5 | 1.1 | -5.6 | 7.3
CC(C)=CCc1c(O)cc(O)c2c(=O)c(O[C@@H]3O[C@@H](C)[C@H](O)[C@@H](O)[C@H]3O)c(-c3ccc(O)cc3)oc12 | -2.0 | 5.3 | -4.1 | 100.0 | -0.6 | -2.9 | 4.9 | -1.2 | 38.9 | -0.1
CC(C)(C)OC(=O)N/N=C\c1ccc(OC(=O)c2cccs2)cc1 | 1.2 | -1.9 | -4.9 | 94.0 | 0.5 | 0.4 | 3.2 | -2.6 | 2.2 | -0.1
COc1ccccc1CC(=O)Nc1ccon1 | 0.7 | -0.2 | 1.5 | 94.0 | 0.0 | -4.7 | 2.0 | -0.3 | 3.0 | -0.5
CCc1cccc(NC(=O)c2cc(OC)c(OC)c(OC)c2)c1 | 1.6 | -1.1 | 1.9 | 99.0 | -0.1 | -2.2 | -8.3 | 0.2 | -6.8 | -0.8
CC(=O)c1c(C(C)=O)c(C)n(-c2ccc(O)cc2)c1C | 1.9 | -0.4 | 17.2 | 96.0 | -0.6 | 0.5 | 4.7 | 0.9 | 2.1 | -2.0
Cc1c(C(=O)N(Cc2ccc(Cl)cc2)C2CCS(=O)(=O)C2)oc2ccccc12 (stereo not drawn) | 1.7 | 13.8 | 2.6 | 94.0 | 2.3* | 73.6* | -0.9 | -0.4 | 0.8 | 1.5
CCC1S/C(=N/N=C/c2ccco2)N(Cc2ccc(F)cc2)C1=O (stereo not drawn) | -5.7 | 0.7 | 16.7 | 96.0 | 0.0 | -22.6 | 1.5 | -0.6 | 0.0 | 0.0
Cc1nc2c(o1)C(=O)c1ccccc1C2=Nc1ccccc1 | -20.9 | 3.4 | -3.2 | 95.0 | 3.1 | 2.2 | -8.4 | -2.5 | -18.3 | 1.1
Cn1c(CCCOc2ccc(Cl)cc2Cl)nnc1SCC(=O)Nc1ccc(F)c(Cl)c1 | -0.1 | -0.4 | 4.2 | 97.0 | 0.1 | 14.7 | -6.4 | 2.6 | -5.5 | 6.8
CC(=O)N1CC23C=CC(CC2CC12CCCCCC2)O3 (stereo not drawn) | 1.4 | 2.8 | 0.3 | 105.0 | 0.4 | -0.3 | 1.6 | 7.8 | -7.3 | -1.3
CC1(C)COCN1C(=O)c1ccc(C#N)cc1 | -0.6 | 5.8 | 7.7 | 92.0 | 0.0 | -3.1 | -2.8 | -0.4 | 9.4 | -1.3
O=C(Cn1ncc2c([nH]c3ccccc32)c1=O)N1CCOCC1 | 2.5 | 8.1 | -0.7 | 91.0 | 0.1 | -2.4 | 3.0 | 0.4 | -0.6 | -0.4
O=C(NCc1ccccc1)c1cnc2n(c1=O)CCS2 | -1.0 | 2.6 | -6.0 | 97.0 | -0.1 | -1.7 | -3.8 | 1.5 | -4.0 | 0.2

Part of the list above, limited to MC4R barr agon and iPSC survival up:
SMILES | MC4R barr agon | iPSC survival up
CCc1cccc(NC(=O)c2cc(OC)c(OC)c(OC)c2)c1 | -0.8 | 0.2
CC(=O)c1c(C(C)=O)c(C)n(-c2ccc(O)cc2)c1C | -2.0 | 0.9
Cc1c(C(=O)N(Cc2ccc(Cl)cc2)C2CCS(=O)(=O)C2)oc2ccccc12 (stereo not drawn) | 1.5 | -0.4

Filtered by structure, the entries above containing a COOH group.
SMILES | Glyco luc inh | m5-HT2A agonist | MC4R antagonist | ABCB6 inh MLPCN | aDG glyco act | Exocytosis inh | ABHD5-PLIN5 inh | iPSC survival up | H9c2 protect | MC4R barr agon
O=C(Nc1ccc(Cl)c(Cl)c1)Nc1ccccc1C(=O)O | -16.1 | -0.2 | 20.2 | 100.0 | 0.1 | -0.1 | -1.6 | -2.6 | -9.0 | -4.9
CC1=C(C(=O)OCc2ccccc2)C(c2ccc(Cl)cc2)NC(=O)N1CCCCCC(=O)O (stereo not drawn) | 2.9 | 5.5 | 6.6 | 95.0 | -0.4 | -4.6 | -2.3 | 8.7 | -3.4 | -1.4

This is a random part of the collection. Share with any hit: about 4.5%.
